Source: PubChem (National Center for Advancing Translational Sciences (NCATS))
a7 integrin act = qHTS for Activators of Integrin-Mediated Alleviation for Muscular Dystrophy. alpha7betagal myoblasts, beta-gal FDG fluorescence, 48 h. Potency, µM (highest dose often 38.3 µM), for inactives: top-dose activation, most hits filed as activators. 350,000 compounds, 0.064% hits;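 note: potency is the fitted concentration of half-maximal effect; 100% = response of the positive control SU9516; nearly all actives have a fitted effect of over 60% in size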
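alpha7betagal+/- myoblasts (passage 13, 250/well) treated 48 h at 37C with compounds at 1:260 dilution of DMSO stock. Lysed, then beta-galactosidase activity read as FDG fluorescence (ex 480/em 540) after 30 min, with pre-read for autofluorescence.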
B2AR arrestin = qHTS assay of beta-arrestin-biased ligands of beta2-adrenergic receptor. Beta-2 adrenergic receptor (Homo sapiens), P07550. beta-arrestin recruitment to beta2AR, cell-based reporter. Potency, µM (doses to about 46.1 µM), without a hit: at the top dose activation, most hits filed as activators. 330,000 compounds, 0.02% hits;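 note: potency is the fitted concentration of half-maximal effect; 0% = DMSO controls and full agonism = EC100 isoproterenol or metaproterenol; nearly all actives have a fitted effect of over 65% in size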
ASM inhibitor = Inhibitors of Secretory Acid Sphingomyelinase (S-ASM): qHTS | Sphingomyelin phosphodiesterase (Homo sapiens), P17405 | placental ASM, HMU-PC fluorogenic substrate, 60 min | Potency, µM (top dose mostly 57.5 µM), for inactives: top-dose activity change, negative = inhibition, hits mostly inhibitors | 340,000 compounds, 0.006% hits | AID 504937, 2011; note: potency is the fitted concentration of half-maximal effect
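Steps: dispense placental human ASM, pin compound, wait 10 min at room temperature, add HMU-PC0 substrate at 9 uM final, incubate 60 min at 37 °C, add stop solution raising pH to 10, read fluorescence.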
FBPA coupling cs = qHTS Assay for Inhibitors of Fructose-1,6-bisphosphate Aldolase from Giardia Lamblia: Coupling assay counterscreen | coupling enzyme system counterscreen, AmpLite Red fluorescence | activity change, negative = inhibition, % at 58.2 µM, hits read low | 290,000 compounds, 0.67% hits; in the data active = activity change below about -30%; note: % is set by controls: 0 for no effect and ±100 for the full control effect
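Final compound at 57.5 uM, incubated 10 min at RT with coupling enzyme reagent (glyceraldehyde-3-phosphate), then 20 min with substrate and AmpLite Red detection. Fluorescence read at 525/598 nm; tests interference with the coupling assay, not aldolase inhibition.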
GALK inhibitor = qHTS Assay for Inhibitors of Human Galactokinase (GALK). P51570. Purified GALK, Kinase-Glo residual ATP luminescence. Potency, µM (highest dose often 57.5 µM), for inactives: at the highest dose activity change, negative = inhibition, actives largely listed as inhibitors. 270,000 compounds, 0.007% hits. AID 1868, 2009; note: potency is the fitted concentration of half-maximal effect; % is set by controls: 0 for no effect and ±100 for the full control effect
Target sequence (P51570 whole entry, looked up): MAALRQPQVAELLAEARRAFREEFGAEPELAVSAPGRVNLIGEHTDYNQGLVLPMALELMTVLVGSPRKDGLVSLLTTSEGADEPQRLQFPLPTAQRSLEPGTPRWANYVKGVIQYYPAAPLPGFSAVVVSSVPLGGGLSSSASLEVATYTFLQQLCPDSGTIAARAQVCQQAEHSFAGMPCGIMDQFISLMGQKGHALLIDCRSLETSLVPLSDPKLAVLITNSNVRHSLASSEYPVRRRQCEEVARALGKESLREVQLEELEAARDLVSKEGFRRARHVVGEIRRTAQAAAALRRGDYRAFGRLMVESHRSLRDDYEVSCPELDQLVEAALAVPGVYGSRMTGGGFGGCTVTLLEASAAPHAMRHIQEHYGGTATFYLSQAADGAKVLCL
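Quantitative HTS: GALK 5 nM, ATP 35 uM, galactose 100 uM, 1 h room temperature, then luciferase-based ATP detection.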
Giardia kill = Small Molecules that selectively kill Giardia lamblia: qHTS; AID 540267, 2011; 340,000 compounds, 0.15% hits; Giardia lamblia trophozoite viability; activity change, % at 7.66 µM, hits read low; in the data active = activity change below about -80%; inconclusive = between about -30% and that limit;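 note: parasites exposed to compound for two days anaerobically before the ATP read; % is set by controls: 0 for no effect and ±100 for the full control effect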
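ATP-content bioluminescence gauges trophozoite survival. Cells (100/well) receive compound and incubate anaerobically for 48 hrs at 37 deg C; detection reagent follows for 15-30 min at room temperature.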
PKM2 act = qHTS Assay for Activators of Human Muscle isoform 2 Pyruvate Kinase; Pyruvate kinase PKM (Homo sapiens), P14618; purified PKM2, Kinase-Glo ATP luminescence, activation; response scale: 0% is enzyme alone, no compound; 260,000 compounds, 0.34% hits; Potency, µM (highest dose often 57.5 µM), inactives show at the highest dose activation, usual class: activators; note: potency is the fitted concentration of half-maximal effect; % is set by controls: 0 for no effect and ±100 for the full control effect; nearly all actives have a fitted effect of over 55% in size
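Purified hPK-M2 (>95% pure) converted ADP (0.1 mM final) to ATP with 0.5 mM PEP in 50 mM imidazole pH7.2, KCl, MgCl2, Tween 20, BSA; 1 h at room temperature. ATP detected by Kinase-Glo luminescence.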
Menin-MLL TR inh = qHTS Assay for Inhibitors Targeting the Menin-MLL Interaction in MLL Related Leukemias: Competition With Texas Red Labeled MLL-derived Mutant Peptide. O00255. Menin + Texas Red MLL mutant peptide, fluorescence polarization. Potency, µM (series often up to 61.6 µM), without a hit: at the highest dose FP activity change, negative = inhibition, hits mostly inhibitors. 270,000 compounds, 0.23% hits; active = well fitted inhibition curve with a large enough effect in the polarisation, with a control signal flat, not every such curve was filed as active; inconclusive = small, poorly fitted or top-dose-only effect, or effect the other way, or a change in a side signal; inactive = no such curve, though single readings can be large or run the other way; the % refers to the polarisation; note: potency is the fitted concentration of half-maximal effect; % of control where 0% means no effect; many of its hits are not listed in these tables
Target sequence (O00255 whole entry, looked up): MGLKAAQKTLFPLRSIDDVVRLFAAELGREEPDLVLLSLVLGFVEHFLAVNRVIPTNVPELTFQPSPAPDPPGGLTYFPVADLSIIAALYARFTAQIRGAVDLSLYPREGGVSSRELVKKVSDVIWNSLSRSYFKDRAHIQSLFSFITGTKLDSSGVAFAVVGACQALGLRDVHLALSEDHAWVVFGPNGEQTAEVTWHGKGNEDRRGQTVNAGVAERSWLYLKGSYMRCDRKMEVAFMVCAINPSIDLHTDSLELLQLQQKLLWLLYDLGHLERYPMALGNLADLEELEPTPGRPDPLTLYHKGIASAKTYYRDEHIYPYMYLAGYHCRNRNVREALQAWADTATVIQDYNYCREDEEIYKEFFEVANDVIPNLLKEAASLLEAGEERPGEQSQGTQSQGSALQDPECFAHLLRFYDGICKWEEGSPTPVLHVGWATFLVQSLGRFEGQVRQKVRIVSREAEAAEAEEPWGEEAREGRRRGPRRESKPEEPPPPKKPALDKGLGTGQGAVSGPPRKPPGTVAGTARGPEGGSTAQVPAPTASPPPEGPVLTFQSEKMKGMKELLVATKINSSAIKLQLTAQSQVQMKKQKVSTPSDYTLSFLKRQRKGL
BCR signal inh = qHTS Assay to Find Inhibitors of Chronic Active B-Cell Receptor Signaling; ABC-DLBCL IkBa-CBG/CBR reporter, luminescence ratio, 4 h; Potency, µM (series often up to 46.1 µM), for the others: at the top dose ratio change, negative = lower green/red ratio, actives largely listed as inhibitors; 340,000 compounds, 0.05% hits; AID 493014, 2011; active = well fitted inhibition curve with a large enough effect in the signal ratio, with a control signal flat, not every such curve was filed as active; inconclusive = small, poorly fitted or top-dose-only effect, or effect the other way, or a change in a side signal; the % refers to the signal ratio;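 note: potency is the fitted concentration of half-maximal effect; plate controls were basal doxycycline-induced cells for no effect and cells given 10 µM MG132 for full effect; MG132 reads +100%, hits lower the ratio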
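TMD8 human ABC-DLBCL cells with doxycycline-inducible IκBα–green luciferase fusion and unfused red luciferase, in 0.5% FBS medium; compounds up to 46 uM, 4 h at 37C. Green/red luminescence ratio, filter-overlap corrected, fitted to concentration-response curves.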
Tb PFK block = qHTS Assay to Find Inhibitors of T. brucei phosphofructokinase | Potency, µM (doses to about 57.5 µM), inactives show top-dose activity, negative = inhibition, most hits filed as inhibitors | T. brucei PFK, ADP-Glo luminescence | 330,000 compounds, 0.17% hits;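 note: potency is the fitted concentration of half-maximal effect; 0% = uninhibited 1x PFK enzyme wells and -100% = no-enzyme wells; nearly all actives have a fitted effect of over 60% in size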
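ADP-Glo luminescence quantified ADP after 45 min at room temperature, with 1.25 nM T. brucei PFK, 0.1 mM ATP and 0.5 mM fructose-6-phosphate in pH 8.0 TEA buffer. qHTS titrations up to 57 µM; curves classified by quality.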
PTAP TSG101 blk = qHTS Assay for Iinhibitors of HIV-1 Budding by Blocking the Interaction of PTAP/TSG101; Tumor susceptibility gene 101 protein (Homo sapiens), Q99816; Fluorescence polarization, FITC-PTAP peptide / Tsg101 binding; Potency, µM (top dose mostly 115 µM), without a hit: top-dose activity change, negative = inhibition, most hits filed as inhibitors; 340,000 tested, under 10 active; AID 493005, 2010; active = well fitted inhibition curve with a large enough effect in the main read-out, with a control signal flat, not every such curve was filed as active; inconclusive = small, poorly fitted or top-dose-only effect, or effect the other way, or a change in a side signal; inactive = no such curve, though single readings can be large or run the other way; note: potency is the fitted concentration of half-maximal effect; % of control where 0% means no effect
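Tsg101 binding domain (10 uM final) was mixed with compound and a FITC-labeled PTAP peptide (50 nM final) in HEPES pH 7.5 buffer with NaCl, Tween 20, EDTA and TCEP; fluorescence polarization was read after 20 min at r.t.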
* hit, by the source's call; ? = inconclusive; · = no result given; [ ] = remark or other dose. Unless noted, calls come from the whole dose curve; as a rule, active = well fitted curve in the direction sought with a large enough effect; inconclusive = small, poorly fitted or top-dose-only effect, or another doubt; inactive = no such curve, though single readings can be large; an effect the other way counts as inactive or inconclusive. Only part of the results is shown; count on the stated rates, not on these rows.

Start of the data: the first 3 records (preview)
SMILES	a7 integrin act	B2AR arrestin	ASM inhibitor	FBPA coupling cs	GALK inhibitor	Giardia kill	PKM2 act	Menin-MLL TR inh	BCR signal inh	Tb PFK block	PTAP TSG101 blk
COc1ccc(C2CC(c3ccc(Br)cc3)=NN2C(=O)CN2CCCC2)cc1 (centres undefined)	-38%	-0.5%	2%	1	0%	17	7%	·	-1%	-1%	0%
O=C(CN1C(=O)COc2ccccc21)NCCN1CCCC1	30%	-0.1%	1%	2	0%	8	-7%	-13%	-3%	4%	-1%
Cc1cccc(-n2ncc3c2CCCC3NC(=O)c2ccc[n+]([O-])c2)c1C (centres undefined)	0%	0.0%	4%	0	8%	10	1%	-23%	0%	-6%	-2%

The listing (from the top)
SMILES	a7 integrin act	B2AR arrestin	ASM inhibitor	FBPA coupling cs	GALK inhibitor	Giardia kill	PKM2 act	Menin-MLL TR inh	BCR signal inh	Tb PFK block	PTAP TSG101 blk
COc1ccc(C2CC(c3ccc(Br)cc3)=NN2C(=O)CN2CCCC2)cc1 (centres undefined)	-38%	-0.5%	2%	1	0%	17	7%	·	-1%	-1%	0%
O=C(CN1C(=O)COc2ccccc21)NCCN1CCCC1	30%	-0.1%	1%	2	0%	8	-7%	-13%	-3%	4%	-1%
Cc1cccc(-n2ncc3c2CCCC3NC(=O)c2ccc[n+]([O-])c2)c1C (centres undefined)	0%	0.0%	4%	0	8%	10	1%	-23%	0%	-6%	-2%
COc1ccc2nc(NC(=O)C3CCCO3)sc2c1 (centres undefined)	1%	0.6%	3%	-1	2%	-18	-1%	15%	?	-7%	-9%
CCC(CC)c1nc(C#N)c(NC(C)c2ccccc2)o1 (centres undefined)	19%	0.3%	-1%	-4	3%	-8	0%	-4%	-1%	0%	-1%
Cc1ccc(Cl)cc1NC(=O)CCC(=O)O	-22%	-1.2%	0%	0	-1%	10	5%	·	5%	0%	-3%
CCCCOC(=O)Nc1nnc(-c2ccccc2OC)s1	8%	-0.6%	3%	1	8%	9	-2%	-10%	1%	0%	-2%
O=C(CNC(=O)C(c1ccccc1)c1ccccc1)N/N=C/c1ccc(O)c([N+](=O)[O-])c1	9%	-0.6%	-5%	2	1%	-23	-4%	7%	3%	-3%	-2%
COc1ccc(CNC(=O)COC(=O)C(CCSC)NC(=O)c2ccco2)cc1OC (centres undefined)	11%	-2.1%	2%	·	·	5	·	·	-5%	-9%	0%
CCn1c2ccccc2c2cc(/C=N/n3c(C)nnc3C)ccc21	?	0.3%	51%[activator]	-3	0%	-5	1%	·	?	0%	-9%
CCOc1ccc(OCC)c(NC(=O)C2CCCN(S(=O)(=O)c3ccc(C)cc3)C2)c1 (centres undefined)	-15%	-0.3%	-4%	0	7%	12	-3%[0.46 µM]	11%	1%	-1%	5%
CCOC(=O)NC(=O)/C(C=Nc1ccc(Cl)c(Cl)c1Cl)=C(\C)O	12%	0.3%	1%	3	3%	44[activator]	10%	16%	?	-14%	-5%
CCOc1cc(S(=O)(=O)NCc2cccnc2)c(C)cc1C	3%	-0.4%	-2%	-2	-1%	-20	11%	9%	1%	-1%	-5%
CC(=O)c1ccc(-c2ccc(C(=O)N(C)Cc3nc4ccccc4c(=O)[nH]3)o2)cc1	-47%[inhibitor]	-3.1%	15%	·	·	?	·	·	-4%	0%	-5%
COc1ccc(N2C(=O)N3[C@H](c4ccc(Cl)cc4)[C@@H]4C(=O)N(C5CCCCC5)C(=O)[C@@H]4[C@]3(Cc3ccc(Cl)cc3)C2=O)cc1	0%	-1.3%	3%	-6	·	13	-2%	?	9%	1%	1%
O=C(NCc1ccccc1Cl)NCc1ccccc1Cl	-14%	-0.1%	2%	7	-1%	-12	0%	·	?	-5%	1%
COc1ccc(C2=CC(=O)C[C@H](c3ccc(F)cc3)C2)c(OC)c1	-7%	4.0%	11%	·	·	-29	·	·	?	0%	-3%
O=C(NC1CCCCC1)C(c1ccccn1)N(C(=O)c1csnn1)C1CCCCC1 (centres undefined)	14%	0.2%	6%	1	2%	21	-3%	1%	6%	3%	3%
C=CC[C@@H](CC(=O)NCCO)C(=O)N[C@@H](COC(=O)[C@@H](CC=C)CC(=O)OC(C)(C)C)Cc1ccccc1	9%	-0.3%	0%	·	·	7	·	·	1%	-1%	-1%
CC(=O)Nc1ccc(NC(=O)C(C)OC(=O)c2cccc(S(=O)(=O)N3CCCCCC3)c2)cc1 (centres undefined)	5%	0.1%	-4%	·	·	-13	·	·	?	0%	2%
O=C(COC(=O)c1cncc(Br)c1)Nc1ccc2c(c1)OCO2	0%	0.2%	-2%	0	0%	0	2%	2%	-21%	1%	0%
c1ccc(-c2nnc(-c3ccccn3)c(-c3ccccn3)n2)nc1	30%	-0.3%	-3%	-2	3%	9	11%	·	0%	1%	-2%
CC(C)(C)OC(=O)N1CCC[C@H]1C(=O)N/N=C/c1cccc2cccnc12	0%	0.0%	3%	1	0%	13	-1%	·	1%	1%	-5%
Cc1ccc(-n2c3c(c(=O)[nH]c2=O)C(C(F)(F)F)(C(F)(F)F)NC(=O)N3)cc1	-10%	-0.8%	7%	0	·	9	-9%	17%	12%	1%	-5%
Cc1nc(-c2ccccc2)cn(O)c1=O	-1%	-1.4%	2%	-19	5%	8	-3%	4%	-1%	-2%	-10%
New compounds follow.
SMILES	a7 integrin act	B2AR arrestin	ASM inhibitor	FBPA coupling cs	GALK inhibitor	Giardia kill	PKM2 act	Menin-MLL TR inh	BCR signal inh	Tb PFK block	PTAP TSG101 blk
CSc1nnc(-c2cccc(NC(=O)c3ccccc3)c2)n1C	-1%	-0.1%	-2%	0	-4%	-13	0%	·	6%	1%	-1%
O=[N+]([O-])c1ccccc1N/N=C\c1ccccc1Cl	3%	-0.4%	-10%	2	2%	-11	-11%	4%	?	-9%	-3%
O=C(NC(NC(=S)N1CCOCC1)C(Cl)(Cl)Cl)c1ccc(Cl)cc1 (centres undefined)	-28%	-0.3%	-2%	3	-1%	-6	3%	12%	3%	0%	-2%
CCOC(=O)N1CCN(CC(=O)Nc2cc(OCC)ccc2OCC)CC1	4%	0.0%	-5%	0	-2%	6	-1%	-11%	?	-3%	1%
Fc1ccc(C2=NNC(=NCc3ccccc3)SC2)cc1F	-71%[inhibitor]	0.1%	-3%	-2	-3%	2	0%	15%	?	5%	-1%
COc1ccc(/C=N/N2CCN(c3ccccc3OC)CC2)cc1Br	-6%	0.0%	-1%	0	-4%	8	0%	0%	2%	1%	1%

Not a retest: an excerpt of the list.
SMILES	a7 integrin act	B2AR arrestin	ASM inhibitor	FBPA coupling cs	GALK inhibitor	Giardia kill	PKM2 act	Menin-MLL TR inh	BCR signal inh	Tb PFK block	PTAP TSG101 blk
CSc1nnc(-c2cccc(NC(=O)c3ccccc3)c2)n1C	-1%	-0.1%	-2%	0	-4%	-13	0%	·	6%	1%	-1%
O=[N+]([O-])c1ccccc1N/N=C\c1ccccc1Cl	3%	-0.4%	-10%	2	2%	-11	-11%	4%	?	-9%	-3%
O=C(NC(NC(=S)N1CCOCC1)C(Cl)(Cl)Cl)c1ccc(Cl)cc1 (centres undefined)	-28%	-0.3%	-2%	3	-1%	-6	3%	12%	3%	0%	-2%
